# M4 ag – human M4 muscarinic receptor agonists, primary screen, CHO-K1 cells, Fluo-8 calcium fluorescence; Muscarinic acetylcholine receptor M4 (Homo sapiens), P08173; CHO-K1 hM4/Gqi5; vehicle 0%, full acetylcholine response 100%; activation, % at 3 µM; 360,000 compounds, 0.14% hits;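 active = activation above the run mean over all test wells plus 3 SD, cut at about 32% in these data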;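 note: peak over basal fluorescence ratio per well then scaled between controls; 0% = DMSO wells and 100% = acetylcholine at EC100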
# M1 PAM – human M1 muscarinic receptor positive allosteric modulators, primary screen, CHO-K1 cells, Fluo-8 calcium fluorescence, 1536-well; Muscarinic acetylcholine receptor M1 (Homo sapiens), P11229; CHO-K1 hM1, ACh EC20; 0% = ACh EC20, 100% = maximal ACh; activation, % at 3 µM; 360,000 compounds, 0.088% hits; AID 588819, 2011; in the data active = activation above about 19%, passing the limit was not always enough
# Target sequence (P11229 whole entry, looked up): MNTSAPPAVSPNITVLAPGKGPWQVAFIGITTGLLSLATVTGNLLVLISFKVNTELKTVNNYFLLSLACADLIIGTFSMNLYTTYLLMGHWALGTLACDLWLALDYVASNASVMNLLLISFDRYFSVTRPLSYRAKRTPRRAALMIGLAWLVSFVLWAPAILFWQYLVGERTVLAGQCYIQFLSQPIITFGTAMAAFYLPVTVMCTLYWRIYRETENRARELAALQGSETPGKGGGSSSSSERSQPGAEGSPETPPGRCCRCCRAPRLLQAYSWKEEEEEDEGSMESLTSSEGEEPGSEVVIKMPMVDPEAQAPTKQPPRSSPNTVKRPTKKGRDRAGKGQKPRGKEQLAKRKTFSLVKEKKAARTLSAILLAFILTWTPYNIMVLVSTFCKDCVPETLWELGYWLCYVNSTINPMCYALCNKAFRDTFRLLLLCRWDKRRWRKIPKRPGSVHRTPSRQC
# M1 antag – human M1 muscarinic receptor antagonists, primary screen, CHO-K1 cells, Fluo-8 calcium fluorescence, 1536-well; Muscarinic acetylcholine receptor M1 (Homo sapiens), P11229; 360,000 compounds, 1.3% hits; CHO-K1 hM1, ACh EC80 antagonist; inhibition, % at 3 µM;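 active = percent inhibition above its own plate's cutoff, namely the mean of that plate's compound wells plus 3 SD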;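 note: peak over basal fluorescence ratio during 140 s after agonist addition; 0% = ACh EC80 plus DMSO and 100% = DMSO alone without agonist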
# M1 ag parental – counter-screen for M1 agonists: effect in parental CHO-K1 cells; 360,000 compounds, 0.48% hits; activation, % at 3 µM; Fluo-8 calcium fluorescence; scaled to maximal ATP response, vehicle zero; in the data active = activation above about 15%;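 note: untransfected CHO-K1 host cells lacking M1 receptor as counterscreen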
# CHRM4 antagonist – human M4 muscarinic receptor antagonists, primary screen, CHO cells, Fluo-8 calcium fluorescence; inhibition, % at 3 µM; 360,000 compounds, 0.73% hits; CHO-hM4 cells, ACh EC80;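 active = inhibition above its plate's cutoff, the mean inhibition of sample wells plus 3 SD, cut at about 27% in these data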;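 note: 0% = acetylcholine EC80 with DMSO and 100% = DMSO without agonist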
# OXTR potentiator – human OXTR potentiators, primary screen, fluorescence, CHO-OTR cells, Fluo-8 calcium; Fluo-8 calcium fluorescence, potentiator mode; 0% = oxytocin EC15, 100% = EC100; activation, % at 3 µM; 320,000 compounds, 0.061% hits;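 active = activation above that plate's cutoff, the mean activation of tested compounds plus 3 SD, cut at about 6.6% in these data, passing the limit was not always enough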;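 note: 100% uses oxytocin at 75 nM as the full agonist control; some results filed as inactive read as strong as hits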
# Target sequence (P30559 whole entry, looked up): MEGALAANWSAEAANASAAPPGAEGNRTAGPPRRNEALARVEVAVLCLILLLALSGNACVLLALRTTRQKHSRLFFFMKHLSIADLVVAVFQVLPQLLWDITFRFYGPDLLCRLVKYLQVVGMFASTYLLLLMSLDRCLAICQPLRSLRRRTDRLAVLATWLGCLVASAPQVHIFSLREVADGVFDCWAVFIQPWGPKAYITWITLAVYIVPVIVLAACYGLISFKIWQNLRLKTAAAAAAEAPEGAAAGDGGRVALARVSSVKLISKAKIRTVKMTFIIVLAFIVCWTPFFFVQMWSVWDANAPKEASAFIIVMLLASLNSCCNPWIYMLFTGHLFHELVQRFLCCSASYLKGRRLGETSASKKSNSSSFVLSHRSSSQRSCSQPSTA
#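 Assay system: CHO cell line stably expressing human OTR. Reagent: EC15 oxytocin agonist. Dosing: single dose, 3.0 µM nominal final compound concentration. Timing: compound 6 min at room temperature before oxytocin, 100 s read. Signal: kinetic Fluo-8 calcium fluorescence. Controls: oxytocin EC15 low and EC100 high.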
# CHO parental Ca – ATP-evoked calcium signal inhibitors, parental CHO, primary screen, counter-screen for OX1R antagonist project, cell-based, fluorescence, Fluo-8 calcium dye | 330,000 compounds, 0.63% hits | inhibition, % at 5.6 µM | parental CHO-K1, ATP-induced calcium, Fluo-8 fluorescence;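 active = inhibition above that plate's mean sample inhibition plus 3 SD, cut at about 26% in these data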;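 note: 0% = ATP-challenged DMSO wells and 100% = DMSO wells without ATP; some compounds past the cut are filed as inactive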
#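 Assay system – parental CHO cells · Reagent – ATP stimulus · Detection – intracellular calcium via Fluo-8 no-wash fluorescent dye · Evaluation – percent inhibition of ATP-evoked calcium rise, normalized to controls · Controls – ATP wells versus no-ATP DMSO wells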
# M1 ag – human M1 muscarinic receptor agonists, primary screen, Fluo-8 calcium fluorescence, CHO-K1 cells, HTS; Muscarinic acetylcholine receptor M1 (Homo sapiens), P11229; CHO-K1 hM1, agonist mode; 0% DMSO, 100% acetylcholine EC100; activation, % at 3 µM; 360,000 compounds, 0.33% hits; AID 588814, 2011;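 active = activation above the run's mean compound activation plus 3 SD, cut at about 16% in these data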;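 note: peak over basal fluorescence ratio within a 140 s kinetic read after compound addition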
# CHO-K1 Ca antag – nonselective inhibitor or artifact in parental CHO-K1 cells; ATP-induced calcium, Fluo-8 fluorescence; inhibition, % at 3 µM; 360,000 compounds, 0.6% hits;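 active = inhibition above a per-plate cutoff, the plate's mean sample inhibition plus 3 SD, cut at about 24% in these data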;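 note: 0% = DMSO plus EC80 ATP and 100% = DMSO alone without ATP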
# * hit, by the source's call; x = no result given. No enrichment for hits (roughly 2.9% active in at least one column).
no.	compound	M4 ag	M1 PAM	M1 antag	M1 ag parental	CHRM4 antagonist	OXTR potentiator	CHO parental Ca	M1 ag	CHO-K1 Ca antag
1	COc1ccc(CN(C)C(=O)C(Cc2ccccc2)NC(=O)c2ccccc2)c(OC)c1 (stereo not given)	16	-3	-2	4.6	10	-4	-28	-1	11
2	O=C(CCNS(=O)(=O)c1cccc(Cl)c1)OCC(=O)N1CCN(C(=O)c2ccco2)CC1	3	10	-13	1.8	1	-4	-25	-4	-19
3	Cc1ccc(Cn2c(CN3CCOCC3)nc3c2c(=O)[nH]c(=O)n3C)cc1	2	0	4	0.2	4	-2	-4	-2	7
4	Cc1ccc(C(CC(=O)O)NC(=O)CCNC(=O)c2ccco2)cc1 (stereo not given)	0	17	-12	0.5	0	x	x	5	3
5	CCN1C(=O)[C@H]2[C@@H](c3ccc(-c4ccc5c(c4)OCO5)cc3)N[C@@](Cc3ccccc3)(C(=O)OC)[C@H]2C1=O	1	4	-6	0.1	-6	3	-11	3	-12
6	O=C(O)/C=C(/c1ccccc1)C(F)(F)F	1	7	-6	0.5	5	x	x	-1	-15
7	O=C(CCc1nnc2ccc(N3CCCCC3)nn12)NCC1CCN(Cc2ccc(F)cc2)CC1	-1	-15	33	-1.4	10	-22	-4	-6	3
8	O=c1oc(-c2cccc([N+](=O)[O-])c2)nc2ccccc12	-1	8	-12	0.0	0	-10	9	-2	2
9	COc1cc(/C=N/Nc2ccccc2C(F)(F)F)ccc1O	-1	8	-15	0.5	8	-3	-13	-3	-11
10	COc1ccc(Br)cc1CN1CCN(C(=O)c2ccc(OC)c(OC)c2)CC1	1	1	3	0.0	-3	-11	-20	-8	-3
11	COc1ccc(CNCc2ccccc2C(F)(F)F)cc1	1	5	-12	0.3	-4	-7	-19	-7	0
12	Cn1cnc(S(=O)(=O)Nc2ccccc2N2CCOCC2)c1	1	7	3	1.5	5	4	-4	0	1
13	O=C(NCCC1CCCCN1S(=O)(=O)c1ccccc1)C(=O)NCc1ccncc1 (stereo not given)	0	14	-13	1.2	-25	-6	-14	-6	-15
14	Nc1nnc(CC(=O)N/N=C/c2ccc(-c3ccccc3Cl)o2)s1	0	12	0	-0.1	2	-10	-8	-9	15
15	Cc1ccccc1CN1CCN(CC(=O)NC(C)c2ccccc2)CC1 (stereo not given)	0	3	-4	1.1	12	-11	-13	-3	-5
16	NC(=NC(=O)c1ccc(OC(F)(F)F)cc1)c1ccc(C(F)(F)F)cn1	11	-1	-5	5.5	-9	0	0	-3	-16
17	Cc1ccc(/C=N/N2C(=O)C3C(C2=O)C2C=CC3C23CC3)o1 (stereo not given)	1	10	-11	0.3	-5	2	-13	-6	-7
18	Cc1ccc(Nc2ncnc3sccc23)c(C)c1	1	11	-11	0.7	-14	-6	-20	-2	0
19	O=S(=O)(/N=C(\Nc1ccc(F)cc1)C(F)(F)F)c1ccccc1	1	1	-4	0.3	5	7	-8	-5	-13
20	COCC(C)n1c(COc2ccccc2F)nnc1SCC(=O)Nc1oc(C)c2c(C)n[nH]c(=O)c12 (stereo not given)	0	5	3	0.2	-10	-8	-9	-2	6
21	C=CCOc1ccc(/C=C/C(=O)OCC(=O)NCc2ccco2)cc1	13	2	0	10	-2	-13	-4	1	0
22	COc1cc2c(cc1OC)C1Cc3ccc(OC)c(OC)c3C[N+]1([O-])CC2 (stereo not given)	2	12	-11	0.8	5	-1	2	-6	-14
23	Cc1ccc(CNC(=O)COC(=O)c2ccc(S(=O)(=O)N3CCCCCC3)cc2)cc1	0	9	-8	0.0	0	x	x	2	14
24	Cc1ccc(S(=O)(=O)N(CC(=O)Nc2ccc(C)c(Cl)c2)C(=O)N2CCN(C)CC2)cc1	1	9	-11	1.0	-3	x	x	-4	2
25	O=C(NCC1CC1)C1(C(F)(F)F)CC(CCc2ccccc2)CCCO1 (stereo not given)	-2	-7	7	-1.0	-7	-7	-17	-10	4
26	O=C(C[C@H]1C/C=C\C[C@@H](Cc2ccc(F)cc2)C(=O)O[C@@H](c2ccccc2)CNC1=O)NCCO	1	-2	4	0.3	1	-5	5	-6	8
27	Cc1cc(C)nc(SCc2nc3ccccc3n2C)n1	1	5	-6	0.3	6	-2	5	-4	-7
28	S=C1N(c2ccccc2)C(c2ccc(Br)cc2)N2CCCN12 (stereo not given)	-1	-28	100*	0.9	79*	-12	-10	-7	-5
29	O=c1[nH]nc(-c2ccc(F)cc2)cc1Cc1cccs1	-1	9	-16	0.8	-11	-6	-25	-3	-6
30	O=C(NC(=S)Nc1cccc(Cl)c1N1CCOCC1)c1cccs1	2	1	-2	0.2	-1	-15	-28	-11	-13
31	O=C(COc1ccc(F)cc1)Nc1nnc(-c2ccncc2)s1	-1	16	-13	1.1	5	3	-2	-2	-5
32	COc1ccccc1C(=O)N/N=C(\C)c1ccc(NC(=O)C2CC2)cc1	1	6	2	0.0	14	-8	-17	1	20
33	O=C(CSc1nnc(Cc2ccccc2)o1)NC1CCCCC1	0	-1	-9	0.8	5	8	-10	-10	-11
34	CC(C)N1CC2(CC(c3ccccc3C(F)(F)F)=NO2)CN1C(=O)c1ccco1 (stereo not given)	4	-3	-6	1.9	4	x	x	-3	-4
35	COc1ccc(NC(=O)C2CCCN2C(=O)NCc2ccccc2)cc1OC (stereo not given)	0	2	-5	-0.1	2	-2	3	-2	-16
36	CCOC(=O)c1c(NC(=O)CSc2nnnn2-c2ccc3c(c2)OCCO3)sc(C)c1C	2	-2	-6	0.0	3	2	-20	-2	-17
37	O=C(COC(=O)Cn1cc(C(F)(F)F)ccc1=O)Nc1ccccc1	19	-7	12	4.5	-2	-1	-4	-1	15
38	COc1cc(/C=C2/SC(=S)N(CC(=O)Nc3cccnc3)C2=O)cc(OC)c1OC	2	1	-3	0.6	-18	-3	-16	-7	-2
39	O=C(O)c1ccc(NN=CC2=C(N3CCOCC3)/C(=C/c3ccccc3)CC2)cc1	8	1	2	1.9	-7	x	x	0	-10
40	CCCCn1c(O)c(/C=C/C=C/C=Nc2ccccc2)sc1=S	0	-2	13	14	4	-15	-9	-5	2
41	Cc1ccc(NS(=O)(=O)c2cccc(C(=O)NCC3CCCO3)c2)cc1 (stereo not given)	3	12	-14	1.5	-4	0	5	4	10
42	COc1ccc(NC(=O)N(Cc2ccc(C)cc2)Cc2cccnc2)c(OC)c1	8	1	-10	1.4	-9	-4	-10	-1	-8
43	Cc1onc(NC(=O)CSCC(=O)O)c1Br	0	8	-14	0.2	2	-4	-24	-4	-1
44	COc1ccc(CNC(=S)Nc2ccc3nc(N4CCN(C)CC4)cc(C)c3c2)cc1	3	-2	3	0.8	7	-1	5	-4	-8
45	O=C(OCC(=O)N1CCCCCC1)c1cnc(Cl)c(Cl)c1	x	7	-13	1.4	9	-4	-14	-6	-15
46	O=C(CCl)Nc1ccccc1C(=O)NCc1ccccc1	1	8	-7	1.1	-3	-10	-20	-5	-11
47	Cc1cc(S(=O)(=O)N2CCCCC2)ccc1OCC(=O)Nc1ccccc1	13	-2	-3	8.5	-12	-7	-22	-2	-12
48	CC(C)[C@H](NC(=O)N1CC(=O)Nc2ccccc21)C(=O)N[C@H](C(=O)O)c1ccccc1	1	10	-13	1.9	-3	-3	-3	-1	-18
49	COc1ccc(OCCOCC(O)CN2CCOCC2)cc1 (stereo not given)	0	10	-12	0.7	2	7	-12	-3	-11
50	COc1ccc(CCNC(=O)C2CCN(c3nccc(C)n3)CC2)cc1	1	0	6	0.1	-2	-9	-12	-3	-8
51	COc1ccc(C(=O)NCC(=O)NCC(=O)OCC(=O)c2ccc(C)cc2)cc1	1	7	-13	-0.1	-6	-4	4	-3	-1
52	Cc1cc(C(=O)CN2C(=O)C(=O)N(Cc3ccco3)C2=O)c(C)n1CCc1ccc(F)cc1	9	-1	0	3.0	11	-7	4	-3	-12
53	CCCCN([C@H](CO)C(C)C)S(=O)(=O)c1ccccc1Br	-1	12	-15	-0.3	-20	x	-16	-9	-15
54	COC(=O)C(C)n1cnc2c(cnn2-c2ccc(Cl)cc2)c1=O (stereo not given)	12	-5	14	6.2	3	-3	0	2	12
55	Cc1cc(C)c2cc(C=O)c(Cl)nc2c1	0	13	-5	0.1	0	-4	-7	-10	-1
56	O=C1C(Cc2ccccc2)C(c2ccccc2)N1c1ccccc1 (stereo not given)	-1	2	-6	-0.5	-7	-8	-30	-1	-1

# The list goes on:
no.	compound	M4 ag	M1 PAM	M1 antag	M1 ag parental	CHRM4 antagonist	OXTR potentiator	CHO parental Ca	M1 ag	CHO-K1 Ca antag
57	CCc1ccccc1NC(=O)C1C(c2ccccc2)C1(Cl)Cl (stereo not given)	0	3	-2	0.1	-4	-16	-27	-4	2
58	C/C(=N\Nc1ccc(S(=O)(=O)Nc2ccc(Cl)cc2)cc1[N+](=O)[O-])c1ccc(N2CCOCC2)cc1	1	6	1	-0.1	-5	-1	-5	0	-9
59	COc1ccc(NCc2nnc(SCC(=O)Nc3cc(C)cc(C)c3)o2)cc1	1	5	-4	0.6	-4	-3	-10	-3	-2
60	C/C(=N\NC(=O)CCc1c(C)n[nH]c1C)c1ccc([N+](=O)[O-])cc1	14	-1	4	2.7	7	-5	-4	-1	1
61	C/C=C\C=C/C(=O)Nc1cccc(C2=NOC3(C2)C[C@H](C(N)=O)N(C(=O)Cc2ccc([N+](=O)[O-])cc2)C3)c1 (stereo not given in full)	1	3	1	-0.2	-5	2	-7	-4	-6
62	Cc1cccc(Nc2cc(=O)n(C)c(=O)n2C)c1	1	8	-14	0.1	-3	x	x	-1	7
63	OC(CNC1CCCC1)COc1ccc(F)cc1 (stereo not given)	2	6	-18	0.3	-10	x	x	-2	-11
64	Cc1cc(O)c(CN2CCN(S(=O)(=O)c3cccs3)CC2)cc1C(C)C	3	-3	2	0.6	10	-7	-18	-5	-15
65	CCN(C(=O)COc1ccccc1)C1CCCCC1	0	8	-8	0.2	-14	2	-7	-4	-10
66	S=c1nc[nH]c2c1[nH]c1ccc(Cl)cc12	2	2	0	0.6	0	-2	0	-2	-6
67	COc1ccc(C(=O)NC(=S)NCC2CCCO2)cc1 (stereo not given)	0	-1	2	0.3	3	-5	-7	-9	-6
68	O=C(COC(=O)c1ccc(Sc2ccccc2)c([N+](=O)[O-])c1)NC1CCCc2ccccc21 (stereo not given)	0	4	-3	-0.1	-2	-8	-7	-3	5

# Record cards, from the list above. Screens in order: M4 ag | M1 PAM | M1 antag | M1 ag parental | CHRM4 antagonist | OXTR potentiator | CHO parental Ca | M1 ag | CHO-K1 Ca antag
# Entry for CCN(C(=O)COc1ccccc1)C1CCCCC1 = 0 | 8 | -8 | 0.2 | -14 | 2 | -7 | -4 | -10
# Entry for O=C(COC(=O)c1ccc(Sc2ccccc2)c([N+](=O)[O-])c1)NC1CCCc2ccccc21 (stereo not given) = 0 | 4 | -3 | -0.1 | -2 | -8 | -7 | -3 | 5

# Screens from PubChem BioAssay.
